Compound activity (PubChem)
CRFBP-R2 block = antagonists of CRF-binding protein/CRF-R2 receptor complex; HEK293 CRF-R2/CRF-BP, CRF-induced calcium fluorescence; inhibition, % at 11.8 µM; hit rate 0.59% among 350,000; AID 588475;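 active means inhibition of the ligand-induced calcium signal above about 50% at the single tested concentration, limit read from the data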
TAAR1 antag = antagonists of human TAAR1; hit rate 1.5% among 360,000; CHO RD-HGA16 TAAR1, Fluo-8 calcium fluorescence, antagonist; Q96RJ0; inhibition, % at 3 µM;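 active means inhibition above a per-plate cutoff, the mean inhibition of test compounds on that plate plus 3 SD, cut at about 49% in these data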;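 further: 0% = DMSO plus EC80 beta-PEA response and 100% = DMSO alone without agonist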
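Test system: CHO RD-HGA16 cells bearing hTAAR1 | Reagent: β-PEA, EC80 | Compound dosing: 3 µM, single point | Schedule: Dye loading 75 min at 37 °C, then 30 min room temperature | Signal: Calcium fluorescence with Fluo-8 | Evaluation: Percent inhibition of PEA-evoked calcium signal, max/basal emission ratio | Control set: DMSO-only wells and EC80 β-PEA-stimulated wells | Repeats: Singlicate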
TAAR1 agonist = human TAAR1 agonism; CHO RD-HGA16 TAAR1, Fluo-8 calcium fluorescence; vehicle wells 0%, saturating PEA agonist 100%; activation, % at 3 µM; hit rate 0.99% among 360,000; AID 624467;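 active means activation above the mean activation of all test compounds in the run plus 3 SD, cut at about 38% in these data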
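Repeats: no replicates (n 1) | Material: CHO-derived RD-HGA16 cells with stable Gα16 and human TAAR1 | Technique: Kinetic Fluo-8 calcium fluorescence | Schedule: 17-24 h seeding, 75 min 37 °C dye, 30 min RT | Evaluation: % activation from peak over basal fluorescence ratio, DMSO-to-PEA scaled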
CHRM5 agonist = agonists of human muscarinic M5 receptor (CHRM5); P08912; hit rate 0.19% among 360,000; activation, % at 3 µM; AID 624037; CHO-K1 hM5 cells, Fluo-8 calcium fluorescence; 0% DMSO wells, 100% maximal acetylcholine response;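 active means activation above the run's mean over test compounds plus 3 SD, cut at about 23% in these data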;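 further: signal is peak over basal fluorescence ratio across the kinetic read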
Target sequence (P08912 whole entry, looked up): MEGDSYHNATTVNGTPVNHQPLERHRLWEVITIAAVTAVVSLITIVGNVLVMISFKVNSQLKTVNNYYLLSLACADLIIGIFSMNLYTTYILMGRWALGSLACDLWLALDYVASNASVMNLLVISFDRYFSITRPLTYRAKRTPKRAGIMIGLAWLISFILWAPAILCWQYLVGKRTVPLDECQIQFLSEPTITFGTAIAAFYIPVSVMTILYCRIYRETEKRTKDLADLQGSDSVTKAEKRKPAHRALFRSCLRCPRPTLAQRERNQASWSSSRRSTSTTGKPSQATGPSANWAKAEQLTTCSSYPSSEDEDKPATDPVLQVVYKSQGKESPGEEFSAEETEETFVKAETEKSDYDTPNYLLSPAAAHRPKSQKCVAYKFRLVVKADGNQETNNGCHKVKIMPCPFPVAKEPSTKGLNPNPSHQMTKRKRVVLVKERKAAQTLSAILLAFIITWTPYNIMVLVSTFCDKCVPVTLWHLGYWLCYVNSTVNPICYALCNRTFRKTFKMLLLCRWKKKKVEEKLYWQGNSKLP
CHO-K1 Ca PAM = nonselective activator or artifact in parental CHO-K1 calcium assay | AID 602247 | hit rate 0.02% among 360,000 | activation, % at 3 µM | ATP EC20, Fluo-8 calcium fluorescence; 0% at ATP EC20, 100% at ATP max;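 active means activation above the run cutoff, the mean activation of all test compounds plus 3 SD, cut at about 40% in these data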;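 further: peak over basal fluorescence ratio in a 140 s read after ATP addition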
CHRM4 PAM = CHRM4 positive allosteric modulation; P08173; activation, % at 3 µM; hit rate 0.4% among 360,000; CHO-K1 hM4/Gqi5, Fluo-8 calcium fluorescence, ACh EC20; 0% = ACh EC20, 100% = maximal ACh;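 active means activation above its plate's cutoff, the mean activation of sample wells plus 3 SD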; further: some results filed as inactive read as strong as hits
Target sequence (P08173 whole entry, looked up): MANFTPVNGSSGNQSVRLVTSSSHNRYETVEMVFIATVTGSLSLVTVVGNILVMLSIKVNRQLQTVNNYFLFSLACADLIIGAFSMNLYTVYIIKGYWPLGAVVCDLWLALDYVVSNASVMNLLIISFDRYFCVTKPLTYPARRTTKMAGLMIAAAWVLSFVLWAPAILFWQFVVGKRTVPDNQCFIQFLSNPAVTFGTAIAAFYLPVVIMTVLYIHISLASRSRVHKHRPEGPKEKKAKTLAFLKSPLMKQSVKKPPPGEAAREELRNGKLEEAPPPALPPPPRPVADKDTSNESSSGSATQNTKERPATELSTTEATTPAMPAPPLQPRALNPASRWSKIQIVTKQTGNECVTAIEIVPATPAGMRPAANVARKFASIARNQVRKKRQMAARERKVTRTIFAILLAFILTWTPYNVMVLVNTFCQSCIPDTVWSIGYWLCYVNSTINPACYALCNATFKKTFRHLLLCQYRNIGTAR
CRFBP-R2 agonist = agonists of human CRF-binding protein/CRF-R2 receptor complex. AID 588473. hit rate 0.46% among 350,000. activation, % at 13.2 µM. HEK293 CRF-R2/CRF-BP, calcium dye fluorescence (FLIPR); percent of saturating CRF peptide response;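 active means activation of at least 50%, plus an integration ratio under a set limit after plate pattern correction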;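 further: plate controls were neutral control wells without compound for no effect and CRF at EC100 for full effect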
CHRM5 PAM = potentiates acetylcholine response at human M5 receptor; P08912; CHO-K1 hM5, Fluo-8 calcium, ACh EC20 PAM; 0% = ACh EC20, 100% = ACh EC100; activation, % at 3 µM; hit rate 0.3% among 360,000; AID 624038;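 active means activation above the run cutoff, the mean activation of all test compounds plus 3 SD, cut at about 18% in these data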
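Replicates: One well per compound, no replicates | System: Human M5 receptor in CHO-K1 cells | Benchmarks: Low control EC20 acetylcholine (0%), high control EC100 acetylcholine (100%) | Probe or stimulus: Acetylcholine, EC20 level | Times: Fluo-8 loading 80 min at 37 °C plus 30 min room temperature | Signal: Intracellular calcium via Fluo-8 fluorescence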
CHRM5 antagonist = blocks acetylcholine activation of human M5 receptor | P08912 | CHO-hM5 cells, Fluo-8 calcium fluorescence, ACh EC80 | inhibition, % at 3 µM | hit rate 0.59% among 360,000 | AID 624040;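 active means inhibition above a per-plate cutoff, the mean of that plate's test compounds plus 3 SD, cut at about 27% in these data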;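 further: 0% = acetylcholine EC80 with DMSO and 100% = DMSO without agonist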
The depositor's hits bear a star; · = not tested or not shown. Rows are unselected; any-hit rate near 4.2%.

Compound	CRFBP-R2 block	TAAR1 antag	TAAR1 agonist	CHRM5 agonist	CHO-K1 Ca PAM	CHRM4 PAM	CRFBP-R2 agonist	CHRM5 PAM	CHRM5 antagonist
CP(=O)(Nc1cc(Cl)ccc1Cl)c1nc2c(s1)CCCC2 (stereo not drawn)	-3	-2	1	-9	-6	3	-1.1	4	5
CC(C)N(C(=O)Cn1c(SCC(=O)N2CCN(c3ccccc3)CC2)nc2ccccc21)C(C)C	13	-4	1	·	·	·	0.7	·	·
OCCOCCn1c(C(CO)Nc2nc(-c3ccc(Cl)cc3)cs2)nc2ccccc21 (stereo not drawn)	3	9	22	5	6	6	-1.2	-5	12
O=C(N/C(=C/c1cccs1)C(=O)N1CCCCCC1)c1ccccc1	-12	0	8	5	4	0	-0.1	-4	-8
CCC1NC(=O)c2cccnc2-n2c1nc1ccc(C)cc1c2=O (stereo not drawn)	-10	-1	1	1	14	8	-0.2	0	-1
CC(=O)OC(C)[C@H]1CC[C@H]2[C@@H]3CC[C@H]4C[C@@H](OC(C)=O)CC[C@]4(C)C3=CC[C@]12C (stereo partly drawn)	-2	-1	4	2	-20	9	-1.3	4	4
CCOC(=O)CSc1nc(N)c(C#N)c(-c2ccc(OC)cc2)c1C#N	-7	3	6	-4	12	2	-1.2	-5	2
O=C(O)COc1cccc2ccccc12	-10	-3	4	3	5	3	2.6	-3	-2
COc1cc(CNc2ccc(N3CCCC3)cc2)ccc1OCc1ccccc1	-7	-10	0	1	8	2	0.8	-3	2
CCOC(=O)c1c(C)nsc1NC(=O)c1ccco1	5	-15	12	1	-5	3	-1.4	-1	-1
O=C(O)C1CSC(c2ccccc2)N1C(=O)c1ccco1 (stereo not drawn)	-12	-7	3	-1	22	6	-1.2	10	-11
COc1cccc(CNc2nc3cc(-c4cnn(Cc5ccccc5)c4)sc3c(=O)n2C)c1	·	19	3	2	10	-2	·	-4	5
O=C1NN(c2cccc(Br)c2)C(=O)/C1=C\c1ccc(O)cc1	-54	-24	19	-4	11	-3	-3.6	0	2
CCn1c(=O)c(C(=O)NCc2ccccc2)c(O)c2ccccc21	-9	-15	-1	2	4	-3	2.2	2	6
CCC(C)NC(=O)C1CCCN(S(=O)(=O)c2ccc(-n3cnnn3)cc2)C1 (stereo not drawn)	8	-9	18	-4	20	3	-1.2	1	-2
COC(=O)Cc1[nH]n(-c2nc3ccccc3s2)c(=O)c1C(C)=Nc1ccc(Cl)cc1	-9	-13	9	-2	-14	-5	-1.8	-1	6
Cc1ccc(S(=O)(=O)N2CCN(C(=O)c3cc(C4CC4)nn3-c3ccccc3)CC2)cc1	-4	3	0	-2	13	2	1.5	-2	0
Cc1cccc(-n2cc3c(=O)n(C)c(=O)n(C)c3c2)c1	8	7	-1	-2	16	8	-1.1	3	4
c1ccc(-c2nnc(CSc3ccc4c(c3)OCCO4)o2)cc1	10	-33	0	2	8	0	0.7	1	9
Cc1ccc(-n2c3c(cc(C(=O)O)c2=O)C(=O)CC(C)(C)C3)cc1	1	-9	7	-1	16	4	-2.6	8	-5
O=C(CN1CCN(c2ccccc2)CC1)N1CCc2ccccc21	6	-4	3	-4	0	0	-3.6	0	3
COC(=O)c1cccc(NC(=S)N2CCCCC2)c1	26	-8	9	-1	-2	-2	-0.2	-11	14
CCCCC(=O)Nc1cnc(NC(=O)c2cccs2)cc1C	7	14	0	2	18	-1	0.8	12	1
C[C@@H]1CCC(=O)N(C[C@@H](C)CC#N)CC1	3	0	8	0	15	7	-3.1	0	-8
O=C(Nc1ccn(CCCNCc2ccccc2)c(=O)n1)OCc1ccccc1	4	-22	0	0	7	-4	1.1	-1	1
O=S(=O)(NCCN1CCN(S(=O)(=O)c2ccccc2F)CC1)c1ccccc1F	7	-2	3	3	10	3	-1.0	2	4
N#CC(C(=O)c1ccccc1)=C1SCCS1	6	-11	1	0	12	-3	1.1	8	-3
COCc1ccc(C(=O)N2CCCC(N3CCN(c4ccc(F)cc4)CC3)C2)o1 (stereo not drawn)	1	-31	6	-1	-20	-8	-0.2	-9	8
Fc1ccccc1N1CCN(Cc2cc(-c3ccccc3)on2)CC1	24	-3	-2	-7	16	-1	4.2	1	4
CCn1c(NC(C)=O)c(-c2ccccc2Cl)c(=O)c2ccccc21	-5	-12	-1	-1	9	3	8.1	4	-1
COc1cc(NC(=O)c2ccccc2)c(OC)cc1NC(=O)CSc1[nH]c(=O)cc(C)c1C#N	2	-4	6	2	18	6	0.2	3	-7
O=C(Nc1cccc(-c2cnc3ccccc3n2)c1)C1CC(=O)N(c2ccccc2)C1 (stereo not drawn)	-11	80*	20	2	-9	-9	0.5	-10	12
Cn1cccc1CNC(=O)Nc1ccc(Cl)cc1	0	-6	4	2	12	12	2.0	2	-2
O=C(NCCC1CCCCN1S(=O)(=O)c1ccccc1)C(=O)NCc1ccncc1 (stereo not drawn)	-8	-7	1	2	24	14	-2.8	2	0
COc1ccc(CCN(C)C2CCCN(S(=O)(=O)C(C)C)C2)cc1OC (stereo not drawn)	7	-4	0	-7	12	3	1.0	-1	14
O=C(Nc1ccccc1)Nc1nnc(Cc2ccccc2F)s1	-6	2	26	2	12	2	0.0	9	2
Cc1ccc(NC(=O)C2=CC(c3ccc(C)cc3)=NS(=O)(=O)N2C)cc1	7	17	2	9	-8	-15	-3.1	-23	26
O=C(COC(=O)COc1cccc(F)c1)Nc1nc2ccccc2s1	0	-10	5	0	1	-4	0.1	2	-3
COc1cccc(CNC(=O)CCC2CCCN(c3cc(C)nc(N(C)C)n3)C2)c1 (stereo not drawn)	8	-4	1	-17	24	-24	-1.1	10	2
Cc1c(NC(=O)C(C)OC(=O)COc2ccccc2)c(=O)n(-c2ccccc2)n1C (stereo not drawn)	6	-14	5	0	5	8	5.1	12	6
O=C(NNC(=O)c1ccccc1F)c1cccs1	21	4	2	-3	19	9	1.7	11	-20
Cc1cccc(NC(=S)NCCC(C)C)c1	13	-3	2	-2	12	2	-1.3	3	-1
CC(=O)Nc1ccc(NS(=O)(=O)c2cc(-c3n[nH]c(=O)c4ccccc34)ccc2C)cc1	1	-4	0	0	9	-3	-0.6	6	-4
COc1ccc(OC)c(C(=O)CN2CCN(S(=O)(=O)c3ccc(Br)cc3)CC2)c1	-3	-7	6	-3	-3	7	0.1	6	1
CCOc1ccccc1N(C)C(=O)CCS(=O)(=O)c1ccc2c(c1)NC(=O)C(C)S2 (stereo not drawn)	17	15	6	-1	25	2	-0.6	-8	7
O=C(CN1CCN(c2ccccn2)CC1)Nc1ccccc1C(=O)Nc1ccccc1	12	65*	10	4	-29	1	-3.2	-15	7
C[C@H](O)[C@@H]1C(=O)N2CCc3ccc(-c4ccccc4)cc3[C@@H]2C[C@@H]1N(C)C(=O)NC1CCCCC1	6	-22	1	0	15	4	-0.3	-5	8
CCOC(=O)C1CCN(c2c(N(C)Cc3ccco3)c(=O)c2=O)CC1	12	-21	2	-1	-2	2	-4.3	-4	1

Entries listed so far shown as hits in TAAR1 antag:
canonical_smiles | CRFBP-R2 block | TAAR1 antag | CHRM5 agonist | CHRM4 PAM | CRFBP-R2 agonist | CHRM5 PAM | CHRM5 antagonist
O=C(Nc1cccc(-c2cnc3ccccc3n2)c1)C1CC(=O)N(c2ccccc2)C1 (stereo not drawn) | -11 | 80* | 2 | -9 | 0.5 | -10 | 12
O=C(CN1CCN(c2ccccn2)CC1)Nc1ccccc1C(=O)Nc1ccccc1 | 12 | 65* | 4 | 1 | -3.2 | -15 | 7

(listing goes on)
Compound	CRFBP-R2 block	TAAR1 antag	TAAR1 agonist	CHRM5 agonist	CHO-K1 Ca PAM	CHRM4 PAM	CRFBP-R2 agonist	CHRM5 PAM	CHRM5 antagonist
CCOCc1[nH]c(=S)[nH]c(=O)c1Cc1ccc(OCC(C)C)cc1	8	-7	6	-1	-10	-6	-1.0	-2	12
CN(C(=O)COC(=O)C1CCN(S(=O)(=O)c2cccs2)CC1)c1ccccc1	-10	8	11	-1	9	1	-1.8	2	8
Cc1ccc(-c2ccc(CN3C(C)C(=O)N(Cc4cn(Cc5ccco5)nn4)CCS3(=O)=O)cc2)c(C)c1 (stereo not drawn)	·	-28	4	-3	10	1	·	7	6
CCN(CC)P(=O)(C(NC(=O)OC)C(F)(F)C(F)(F)C(F)(F)C(F)F)N(CC)CC (stereo not drawn)	-3	-14	-1	2	15	9	1.5	1	-7
O=C(NC1CCCCC1)c1ccc2c(c1)S(=O)(=O)c1ccccc1C2=O	-2	23	10	1	-4	-1	-3.4	3	9
CC[C@H](C)[C@@H]1NC(=O)c2cc([N+](=O)[O-])cc(F)c2NCCCC[C@@H](C(N)=O)NC(=O)[C@H](CC(N)=O)NC1=O	14	-9	1	-2	1	0	-1.6	4	9
Cc1ccc(Cc2cnc(N3C(=N)SC(C)C3=O)s2)cc1 (stereo not drawn)	5	1	8	5	-1	-3	-0.7	1	15
O=C(CCNC(=O)c1ccccc1Cl)NCC1COc2ccccc2O1 (stereo not drawn)	11	-48	4	1	1	6	-0.6	-1	5
CC(C)c1ccc(NC(=O)C(c2ccccc2)N(Cc2ccco2)C(=O)CC2NC(=O)NC2=O)cc1 (stereo not drawn)	-10	2	2	-3	-2	-1	2.5	8	3
O=C(NCCCNC(=O)c1ccc(-c2cccc(Cl)c2)o1)c1cnccn1	-2	7	3	0	12	6	-3.0	5	5
COc1cc2oc(=O)cc(CN3CCCCCCC3)c2cc1Cl	·	-30	0	-4	8	-4	·	6	7
CCC(C)(C)n1nnnc1C(c1ccc(O)cc1)N1CCc2ccccc2C1 (stereo not drawn)	-2	84*	98*	-3	-1	6	-3.3	1	1
COc1ccc(C(=O)N/C(=C\c2ccccc2)C(=O)Nc2ccccc2C(=O)O)cc1	-3	-2	3	-2	-15	-22	0.4	1	11
Cn1ccc2c(-c3ccc4c(c3)OCCO4)cc3c(c21)C1CCC3C1 (stereo not drawn)	·	-12	-1	0	6	10	·	-4	3
CCN(CC)C(=O)C1CCCN(Cc2ccc3c(c2)OCO3)C1 (stereo not drawn)	10	10	0	-4	-5	-4	-0.7	1	1
COc1ccc(C2N=C(c3ccccc3)NC(c3ccccc3)=N2)cc1	-27	-4	1	0	-1	23	2.2	6	3
